Source: PubChem (National Center for Advancing Translational Sciences (NCATS))
CCT chaperon mod: changes cytosolic chaperonin activity. purified chaperonin ATPase assay, HTRF ADP detection, 30 min. activity change, % (concentration not given with the values), hits read low. hit rate 0.3% among 360,000; in the data active means activity change below about -30%; further: on the % scale 0 is the no-effect control and ±100 the full control effect
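Nucleotide hydrolysis assay: TRiC at 20–40 nM final (set by batch activity) with 10 uM ATP, 30 min at 37 °C, in presence of 76 uM compound. Detection by competitive ADP HTRF, 30 min ambient.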
DRD3 antagonist: blocks the human D3 dopamine receptor. max response, negative = inhibition, %. AID 652054. P35462. hit rate 2.5% among 360,000. D3R cells, DiscoveRx beta-arrestin luminescence, antagonist mode; active compounds read low; in the data active means max response below about -50%; inconclusive means no clear call, values can overlap the other calls; further: on the % scale 0 is the no-effect control and ±100 the full control effect; mostly tested at two doses, the higher about 12 µM
Target sequence (P35462 whole entry, looked up): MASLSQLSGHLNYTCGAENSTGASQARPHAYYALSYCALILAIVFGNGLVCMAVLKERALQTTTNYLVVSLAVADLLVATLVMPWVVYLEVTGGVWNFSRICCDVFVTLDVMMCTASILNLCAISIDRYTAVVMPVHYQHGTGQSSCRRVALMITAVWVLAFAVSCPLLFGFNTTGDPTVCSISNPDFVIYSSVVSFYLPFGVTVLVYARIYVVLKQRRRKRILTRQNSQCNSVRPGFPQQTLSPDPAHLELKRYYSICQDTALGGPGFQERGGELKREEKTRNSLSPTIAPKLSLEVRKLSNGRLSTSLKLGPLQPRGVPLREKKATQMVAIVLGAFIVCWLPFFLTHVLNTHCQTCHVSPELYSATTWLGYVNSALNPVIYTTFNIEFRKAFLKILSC
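Cells plated overnight at 1500 cells/well, then exposed to library compounds with dopamine controls for 90 minutes at 37 degrees C. DiscoveRx reagent added for 30–60 minutes at room temperature; luminescence read, quantitative HTS format.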
EPAC2 ag: agonists of human EPAC2 (RAPGEF4); Potency, µM (highest dose often 154 µM), for the others: at the top dose activation, most hits filed as activators; hit rate 0.079% among 360,000; EPAC2 activation, biochemical qHTS; response scale: 100% = 6.5 mM cAMP response; AID 720711; Q8WZA2; further: potency means the concentration at half of the fitted maximal effect; nearly all actives have a fitted effect of over 50% in size
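Exchange assay: 100 nM EPAC2 with 250 nM Rap1B-BODIPY-GDP and 50 uM GDP. Fluorescence (ex 480/em 540 nm) read every 5 min for 30 min at room temperature. Data normalized to 6.5 mM cAMP as agonist control.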
DRD3 agonist: activates the human D3 dopamine receptor; max activation, %; hit rate 0.58% among 410,000; D3R DiscoveRx beta-arrestin cells, luminescence, 90 min; AID 652048; P35462; in the data active means max activation above about 30%; further: 0% is about no effect; mostly tested at two doses, the higher about 12 µM
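Agonist mode: compounds and dopamine controls were applied to plated cells for 90 min at 37 degrees C after an overnight attachment at 1500 cells/well. Luminescent read-out followed 30 - 60 minutes at room temperature with DiscoveRx detection reagent.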
Akt phos inh: Akt phosphorylation inhibition. Neuro2A IGF-stimulated pAkt S473 HTRF, 20 min; active compounds read low. activity change, % for hits at 50 µM. hit rate 0.32% among 360,000. AID 651550; in the data active means activity change below about -80%; inconclusive means mostly about -51% to -80%; further: on the % scale 0 is the no-effect control and ±100 the full control effect
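Single-point screen (50 µM final compound) in Neuro2A cells stimulated 20 min with 6 nM IGF at 37 deg C. After lysis, Ser473-phosphorylated Akt read by HTRF (ex 330 nm, em 615/665 nm) as the 665/615 ratio.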
EPAC2 antagonist: antagonists of human EPAC2; Q8WZA2; EPAC2 GEF exchange of Rap1B-BODIPY-GDP, fluorescence; Potency, µM (doses to about 114 µM), for inactives: top-dose activity, negative = inhibition, usual class: inhibitors; hit rate 0.18% among 360,000; AID 720708; further: potency means the concentration at half of the fitted maximal effect; on the % scale 0 is the no-effect control and ±100 the full control effect; nearly all actives have a fitted effect of over 45% in size; many of its hits are not listed in these tables
MmCpn inh: M. maripaludis TRiC chaperonin inhibition; purified Mm-Cpn ATPase, ADP Transcreener TR-FRET; hit rate 0.031% among 330,000; AID 504842; Potency, µM (top dose mostly 76.9 µM), without a hit: at the top dose activity, negative = inhibition, most hits filed as inhibitors; further: potency means the concentration at half of the fitted maximal effect; on the % scale 0 is the no-effect control and ±100 the full control effect; nearly all actives have a fitted effect of over 80% in size
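Quantitative HTS used 25 nM Mm-CPN and 10 uM ATP in magnesium/KCl Tris buffer, pH 7.4, with 1 mM DTT. Hydrolysis ran 30 min at 37°C; ADP was read by HTRF.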
PTHR1 agonist: PTHR1 (human) receptor agonism. Q03431. HEK293 GP2 PTHR1 cells, GloSensor cAMP luminescence, 1 h. Potency, µM (highest dose often 115 µM), for the others: top-dose activation, most hits filed as activators. hit rate 0.075% among 410,000; further: potency means the concentration at half of the fitted maximal effect; nearly all actives have a fitted effect of over 55% in size; some results filed as inactive show a strong effect at the top dose; inactives centre near -15; many of its hits are not listed in these tables
Target sequence (Q03431 whole entry, looked up): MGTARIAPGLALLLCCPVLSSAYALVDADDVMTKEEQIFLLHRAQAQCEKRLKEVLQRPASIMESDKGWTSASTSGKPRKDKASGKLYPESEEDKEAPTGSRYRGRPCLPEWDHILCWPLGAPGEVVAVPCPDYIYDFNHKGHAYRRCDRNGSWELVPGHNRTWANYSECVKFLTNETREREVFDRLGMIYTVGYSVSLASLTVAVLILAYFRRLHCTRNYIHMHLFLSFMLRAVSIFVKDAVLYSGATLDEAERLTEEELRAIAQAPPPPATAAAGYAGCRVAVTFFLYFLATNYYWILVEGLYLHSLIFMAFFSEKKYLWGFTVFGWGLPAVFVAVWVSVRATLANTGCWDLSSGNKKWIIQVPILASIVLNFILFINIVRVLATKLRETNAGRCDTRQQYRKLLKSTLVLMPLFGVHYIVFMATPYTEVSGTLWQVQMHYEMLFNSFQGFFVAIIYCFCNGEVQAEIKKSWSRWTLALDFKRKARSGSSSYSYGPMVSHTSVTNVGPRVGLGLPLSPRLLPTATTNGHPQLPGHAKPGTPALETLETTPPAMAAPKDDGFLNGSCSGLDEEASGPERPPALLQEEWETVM
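HEK-293-derived GP2 cells expressing PTHR1 and a GloSensor cAMP reporter, 3,000/well, plated overnight, given luciferin plus IBMX (each 0.5 mM as added) for 1 h at 37 °C, then compound for 1 h at 37 °C. Luminescence was read after 15 min at room temperature.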
Numbers without * were called inactive; i = inactive; ? = inconclusive; . = not tested or not shown; & = joins results of further samples; [ ] = another dose, or the depositor's remark. Unless noted, the call rests on the fitted dose curve; in most records, active means well fitted curve in the direction sought with a large enough effect; inconclusive means small, poorly fitted or top-dose-only effect, or another doubt; inactive means no such curve, though single readings can be large; an effect the other way counts as inactive or inconclusive. The list is partial. The share of hits here may be higher or lower than overall.

structure,CCT chaperon mod,DRD3 antagonist,EPAC2 ag,DRD3 agonist,Akt phos inh,EPAC2 antagonist,MmCpn inh,PTHR1 agonist
O=C(OCc1ccc(Cl)c(Cl)c1)c1cnccn1,-1.4,4,-3%,0,i,12%,1%,-5%
COc1cc(-c2noc(C)n2)cc(OC)c1OC,0.4,0,4%,-17,i,8%,-3%,-10%
CCCCOc1ccc(C(=O)N/C(=C\c2ccc([N+](=O)[O-])cc2)C(=O)OCc2ccco2)cc1,-0.4,?,5%,-10,i,4%,0%,-14%
Cc1ccc(/C=C2\SC(=S)N(CCCC(=O)Nc3nccs3)C2=O)cc1,0.6,-6,13%,-3,i,13%,1%,i
CC1(C)CC[C@]2(C(=O)O)CC[C@]3(C)C(=CC[C@@H]4[C@@]5(C)CC[C@H](O)C(C)(C)[C@@H]5CC[C@]43C)[C@@H]2C1,-3.0,30,-3%,8,i,58%[activator],2%,-12%
Fc1ccc(NCc2ccccc2F)cc1Cl,3.3,-6,8%,-7,i,-4%,0%,-35%[inhibitor]
Cc1ccc(OCc2cc(C(=O)N(C)Cc3cnn(C)c3)no2)cc1C,-0.5,-13,-2%,3,i,8%,.,i
O=C(NCCC1=CCCCC1)c1cc2ccccc2oc1=O,-0.5,3,4%,0,i,6%,-2%,-11%
Cc1ccc(-c2nn(Cc3ccccc3)cc2C(=O)N2CCN(c3ccccn3)CC2)cc1,0.6,-19,13%,-6,i,6%,-2%,i
CCn1ncc(Br)c1C(=O)Nc1ccccc1C(F)(F)F,0.4,-18,3%,-5,i,-9%,3%,-17%
Cc1ccc(-c2csc(=Nc3cccnc3)n2CCCN2CCCC2=O)cc1C,-2.3,-11,-9%,-6,i,-2%,2%,-23%
C=CCn1c(SCC(=O)NC2CC2)nnc1C1CC1,-0.8,6,2%,11,i,2%,1%,-4%
COc1ccc(S(=O)(=O)N2CCC(C(=O)O)(c3ccccc3)CC2)cc1,-1.7,3,11%,-6,i,6%,-3%,i
CN(CC(=O)Nc1ccc(C(N)=O)cc1)S(=O)(=O)c1ccc2c(c1)OCCO2,0.8,5,3%,3,i,10%,-6%,i
CC(C)O/C(=N\S(=O)(=O)c1ccc(Cl)cc1)c1ccccc1,-2.3,14,4%,7,i,?,-1%,-1%
COc1ccccc1C(=O)NCC(=O)N(C)Cc1nc2ccccc2c(=O)[nH]1,-0.3,-8,-1%,-1,i,-3%,.,-23%
O=C(CCNS(=O)(=O)c1ccccc1F)N1CCN(S(=O)(=O)c2cccc(F)c2)CC1,-0.9,5,1%,6,i,9%,1%,-14%
O=C(CN1CCN(S(=O)(=O)c2ccccc2)CC1)Nc1ccccc1C(=O)c1ccccc1,-4.7,2,-1%,5,i,-3%,-1%,-9%
COc1ccc(CCNS(=O)(=O)c2cc3c4c(c2)CCN4C(=O)CC3)cc1OC,2.9,13,4%,4,i,17%,-2%,i
CC1CCC(NC(=O)c2ccc3c(c2)S(=O)(=O)c2ccccc2C3=O)CC1 (stereo not drawn),1.5,65,-7%,-14,i,-9%,.,-2%
CC(Oc1cccnc1[N+](=O)[O-])C(=O)Nc1ccc(Cl)cn1 (stereo not drawn),-1.9,8,-7%,-4,i,2%,1%,-47%[inhibitor]
CCCN(CCC)C(=O)c1oc2ccccc2c1NC(=O)Cc1cccc(OC)c1,-2.0,-13,15%,-1,i,-8%,-3%,-9%
Cc1sc(NC(=O)c2ccccc2F)c(CN2CCCCC2C)c1C (stereo not drawn),-0.4,0,8%,2,i,-2%,0%,-25%
CCOc1ccccc1NC(=O)C1=C(C)NC(=O)NC1c1cccs1 (stereo not drawn),1.1,6,5%,8,i,1%,-4%,-5%
CC(C)(C)OC(=O)N1CCCN(C(=O)Nc2ccccc2)CC1,-4.4,0,9%,-2,i,5%,-4%,i

Further records.
structure,CCT chaperon mod,DRD3 antagonist,EPAC2 ag,DRD3 agonist,Akt phos inh,EPAC2 antagonist,MmCpn inh,PTHR1 agonist
O=C(O)Cn1ccc2cc(S(=O)(=O)N3CCCCCC3)ccc21,0.0,0,9%,-1&-20,i,-4%,1%,26%
Cc1ccccc1CCN(CC(=O)NCc1ccc(F)cc1)C(=O)c1csnn1,0.6,0,8%,-29,i,3%,-17%,-25%
COc1ccc(Cc2c(-c3ccccc3)nc3c4ccccc4ccn23)c(C)c1,2.0,7,18%,4,i,3%,.,-14%
N#C/C(=C\c1c(N2CCCCCC2)nc2ccccn2c1=O)C(=O)NCc1ccco1,-1.5,1,19%,16,i,0%,-3%,-5%
COC(c1ccccc1)c1nnc(CCC(=O)N2CCN(Cc3cccs3)CC2)o1 (stereo not drawn),2.5,12,-7%,-1,i,14%,2%,i
COc1cc(CNC(=O)CCCC(=O)c2ccccc2)cc(OC)c1OC,0.2,25,3%,10,i,1%,1%,i
CC1=NN(c2cccc(C(=O)O)c2)C(=O)/C1=C\C=C/c1ccccc1,-2.1,-4,0%,0,i,16µM*,0%,-40%[inhibitor]
CC(C)(C)NC(=O)CN(C(=O)CCC(=O)Nc1nccs1)c1ccc(F)cc1,0.7,-3,-2%,0,i,1%,-1%,-22%
COc1ccc(CN2C(=O)c3ccccc3C2=O)cc1C(=O)OCC(=O)NC1CCCCC1,0.2,19,3%,8,i,9%,2%,-29%
CC(C)N1CC2(c3ccccc3)CN(C(C)C)CC(c3ccccc3)(C1)C2=O,-2.8,-13,19%,4,i,0%,-1%,-6%[57.5 µM]
CCC(CO)Oc1cc(NCc2ccccc2OC)c2ncn(C(C)C)c2c1 (stereo not drawn),-1.1,0,12%,-3,i,8%,-2%,-18%
CCc1noc(C)c1C(=O)N1CCN(S(=O)(=O)c2c(C)c(C)cc(C)c2C)CC1,-2.2,-22,4%,6,i,13%,0%,-10%
CCN(C(=O)COC(=O)/C=C/c1ccc(F)cc1)C1CCCCC1,-8.3,-19,9%,4,i,-8%,-2%,-25%
COc1ccccc1CNC(=O)COc1cccnc1[N+](=O)[O-],-1.8,11,4%,-3,i,0%,-6%,i
CCC(C(=O)NCc1ccco1)N(C(=O)CNS(=O)(=O)c1ccccc1)c1ccc(F)cc1 (stereo not drawn),-3.4,-15,9%,6,i,2%,0%,-33%[inhibitor]
COc1ccc(C(=O)CC(=O)C(=O)Nc2cccc([N+](=O)[O-])c2C)cc1,1.4,-11,5%,0,i,-2%,2%,-25%
Cc1csc(NC(=O)c2nc3nc(C)cc(C)n3n2)n1,0.2,?,6%,-5,i,-2%,2%,-8%
Cc1ccc(C)c(N2CCN(c3ccc4cc(S(=O)(=O)N5CCCCC5)ccc4n3)CC2)c1,-2.9,-9,9%,-8,i,-1%,-4%,i
CCOc1ccc(NC(=O)CN2CCN(CC(=O)Nc3ccc4c(c3)OCCO4)CC2)cc1,-3.2,17,5%,1,i,-4%,1%,i
Cc1ccc(S(=O)(=O)N2CCOCC2)cc1NC(=O)c1cc([N+](=O)[O-])ccc1N1CCOCC1,1.6,-14,5%,4,i,1%,-3%,i
COc1cc(CCCN2CCNC[C@@H]2Cc2ccc(O)cc2)cc(OC)c1OC,-1.6,-30,13%,-5,i,17%,0%,7%
Cc1ccc(OCC(O)CNC(=O)c2ccccc2C(=O)O)cc1 (stereo not drawn),-0.7,-11,-7%,-1,i,4%,2%,-17%
CCOc1ccc(C2C(C(=O)c3cccs3)=C(O)C(=O)N2CCN2CCOCC2)cc1 (stereo not drawn),-0.8,-2,-3%,-1,i,6%,-2%,i
COC(=O)[C@@]1(Cc2ccc(F)cc2)[C@H]2c3cc(C(=O)N4CCCC4)n(Cc4ccc(OC(F)(F)F)cc4)c3C[C@H]2CN1C(=O)c1ccccc1,-0.8,5,-15%,3,i,-2%,.,-21%
Cc1cc(C)nc(N2CCCC(C(=O)NCCc3ccc(F)cc3)C2)n1 (stereo not drawn),-0.9,6,3%,-1,i,-7%,0%,i

The listing continues:
structure,CCT chaperon mod,DRD3 antagonist,EPAC2 ag,DRD3 agonist,Akt phos inh,EPAC2 antagonist,MmCpn inh,PTHR1 agonist
CCN(C[C@H]1N[C@@](C)(C(=O)OC)[C@H]2C(=O)N(Cc3ccccc3)C(=O)[C@@H]12)C(=O)c1ccc(C(C)(C)C)cc1,0.7,43,-4%,8,i,-14%,-1%,-19%
COc1cccc(C(=O)Nc2nnc(-c3ccc(OC)cc3OC)s2)c1,-0.7,9,5%,2,i,1%,-2%,-2%
S=C(NCCc1ccccn1)Nc1ccc(Cl)c(Cl)c1,0.0,-11,-1%,3,i,-1%,0%,-15%
COc1cc2c(cc1OC)C(C(=O)N(C)Cc1ccccc1)C(c1cccnc1)N(C)C2=O (stereo not drawn),-0.9,-18,6%,-11,i,0%,1%,i
Nc1ncc(CN2CCCC(C(=O)Nc3ccc(-c4ccco4)cc3)C2)cn1 (stereo not drawn),-0.7,-11,1%,-3,i,0%,3%,i
Cc1ccc(-n2c(C)cc(C(=O)COc3cccnc3[N+](=O)[O-])c2C)cc1,-2.9,0,14%,-23,i,6%,-2%,-35%[inhibitor]
CC(C)NS(=O)(=O)c1cc(C(=O)O)ccc1Cl,-0.1,4,9%,-2,i,-10%,-5%,17%
CCc1ccc(S(=O)(=O)NC2CCCCNC2=O)cc1 (stereo not drawn),2.4,27,-1%,5,i,6%,0%,-35%[inhibitor]
NNc1nc2sc3c(c2c(=O)[nH]1)CCc1ccccc1-3,-4.3,-55*,-3%,-6,i,-2%,-7%,i
Cc1cccc(N2CCC(N3CCN(C4CCCCC4)C(CCO)C3)CC2)c1C (stereo not drawn),-1.8,-13,5%,-17,i,-14%,-1%,i
CS(=O)(=O)N(CC(=O)Nc1cccnc1)c1ccc2c(c1)OCO2,0.7,28,10%,11,i,-1%,3%,-32%[inhibitor][57.5 µM]
CC1CCC(NC(=O)c2ccc3snnc3c2)CC1 (stereo not drawn),0.6,-6,12%,-2,.,1%,0%,-12%
N/C(=N/OC(=O)c1ccccc1Cl)c1ncc([N+](=O)[O-])s1,0.8,-18,-4%,-14,i,-12%,-6%,-31%[inhibitor]
